14-3-3 PPI = alters human 14-3-3 gamma binding to Raf peptide. AID 422. actives 0.19% (n = 160,000). FP, 14-3-3gamma / TMR-pS259-Raf peptide binding. inhibition, % at 40 µM; in the data active = inhibition above about 30%;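 also: 0% = protein plus tracer without compound and 100% = blank with tracer alone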
Target sequence (P61981 whole entry, looked up): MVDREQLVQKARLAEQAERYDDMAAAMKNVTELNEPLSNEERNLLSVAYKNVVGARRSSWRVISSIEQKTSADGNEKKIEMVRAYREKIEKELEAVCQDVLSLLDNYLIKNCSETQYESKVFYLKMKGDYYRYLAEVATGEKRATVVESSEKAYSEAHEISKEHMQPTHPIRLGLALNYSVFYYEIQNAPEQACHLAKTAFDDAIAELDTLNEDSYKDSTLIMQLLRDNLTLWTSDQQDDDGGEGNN
An asterisk follows results filed as active; & = joins results of further samples.

SMILES | 14-3-3 PPI
O=c1c2ccccc2nc(COc2ccccc2)n1/N=C/c1ccco1 | 6
COc1ccc(N=C2SC(C(=O)NCCc3ccccc3)CC(=O)N2Cc2ccc3c(c2)OCO3)cc1 (centres undefined) | 9
COc1cccc(-n2ccnc2SCC(=O)Nc2ccc3c(c2)OCO3)c1 | -10
O=C(c1ccc2c(=O)n(Cc3ccccc3)c(=S)[nH]c2c1)N1CCCC1 | -6
COc1ccc(OC)c(S(=O)(=O)N2CCN(c3cccc(C)c3C)CC2)c1 | -7
COc1ccc(CCNC(=O)c2ccc3c(c2)N(Cc2ccccc2F)C(=O)c2ccccc2S3)cc1OC | 0
CCCNC(=O)c1c(C)cc(=O)oc1C | -8
CCOC(=O)C1=C(C(Br)Br)NC(=O)NC1c1ccc(OC)cc1 (centres undefined) | -18
O=C(CCS(=O)(=O)c1cc(Br)cc2c1N(C(=O)C1CC1)CC2)NC1CCCCCC1 | -5
CCC(C)NC(=O)c1ccc2c(c1)N(CC)C(=O)c1ccccc1S2 (centres undefined) | -8
CCC1CCCCN1C(=O)CSc1nnc(CNC(=O)COc2ccc(Cl)cc2)o1 (centres undefined) | 2
COc1cc(C2c3c(-c4ccccc4)n[nH]c3C(=O)N2c2ccccc2)ccc1O (centres undefined) | 2
CC(C)OC(=O)c1ccc2cc(C(=O)OC(C)C)ccc2c1 | -6
O=c1c(-c2ccccc2)c(O)nc2ccccn12 | -1
COC(=O)C1=CN(C)C=C(C(=O)OC)C1c1ccc(OC)c(OC)c1OC | -2
O=C1CC(c2cccs2)CC(O)=C1C=NCCN1CCNCC1 (centres undefined) | -4
CCCCNC(=O)c1cc2nc(-c3ccccc3)cc(-c3ccccc3)n2n1 | -10
Cn1ncc2nc[nH]c(=O)c21 | -2
CCNC(=O)N1c2ccc(OCC)cc2C(C)=CC1(C)C | 6&-2
Cc1ccc(NC(=O)CCNC(=O)Cn2cnc3ccccc3c2=O)c(Br)c1 | -6
O=C(Nc1ccc(OC(F)(F)F)cc1)C1=NCCN1 | 2
COc1cccc(CNc2nc3ccccc3n2CCN2CCCCC2)c1 | -4
O=C(Nc1c2c(nn1-c1cccc(Cl)c1)CS(=O)(=O)C2)c1ccc(Cl)c([N+](=O)[O-])c1 | 3
Cc1ccc2nc(-c3ccco3)c(Nc3ccc(F)cc3)n2c1 | -11
CCOc1ccccc1NC(=O)c1c(NC(=O)CNCc2ccco2)sc2c1CCC2 | -2

(next part)
SMILES | 14-3-3 PPI
CCC(=O)N=c1sc2c(C)cc(C)cc2n1CC(=O)OC | -1
Cc1cc(Br)cc(C)c1NC(=O)c1sc2ncn(Cc3cccc(F)c3)c(=O)c2c1C | -10
O=C(C1CCCCC1)N1CCC(c2nc3c(nnn3Cc3ccccc3Cl)c(=O)[nH]2)CC1 | -7
Cc1ccc(NC(=O)C2CC=CCC2C(=O)N2CCCCC2)cc1 (centres undefined) | -4
Cc1ccc(S(=O)(=O)N(Cc2ccccc2)c2ccccc2C(=O)N2CCOCC2)cc1 | -31
COCCN1C(=O)c2ccccc2C(C(=O)N2CCC(C)CC2)C1c1ccc(F)cc1 (centres undefined) | -1
O=C(O)CN1CCN(Cc2cccc(Cl)c2)C1=O | 0
Cc1ccc2cc3c(NC(=O)CC(C)C)nn(C)c3nc2c1 | -3
CC(C)Oc1ccc(C(=O)Nc2cc(=O)n(C)c(=O)n2C)cc1 | -1
CC(C)c1ccc(OCc2nc(-c3ccccc3Cl)no2)cc1 | 3
CCOC(=O)C1CCCN(C(=O)c2ccc(CS(=O)(=O)Cc3ccccc3Cl)o2)C1 (centres undefined) | -5
COc1ccc(C(=O)CSc2nnc(-c3ccc(S(=O)(=O)N4CCOCC4)cc3)o2)cc1 | 4
C=CCN(C(=O)c1ccc(N2CC3CC(C2)c2cccc(=O)n2C3)c(N)c1)c1ccccc1 (centres undefined) | 4
CC1=C(C(=O)OC(C)C)C(c2cn(-c3ccccc3)nc2-c2cccs2)C(C(=O)OC(C)C)=C(C)N1 | -9
CC1=NN(C(=O)c2ccc(Br)cc2)C(O)(c2ccccc2)C1 (centres undefined) | 2
COc1cc(NC(=O)c2cc(Cl)ccc2Nc2ccccc2)cc(OC)c1 | 5
Cc1ccc(CNC(=O)C2C3C=CC4(CN(Cc5cccnc5)C(=O)C24)O3)cc1 (centres undefined) | -5
Cc1cn2nc(N)c3ccccc3c2n1 | -7
COc1ccccc1C(=O)Nc1ccc(-c2nnc(SCC(=O)O)n2C)cc1 | -5
Cc1ccc(NC(=O)COC(=O)C2CCC(=O)N2)c(S(=O)(=O)N2CCOCC2)c1 (centres undefined) | -4
CC1CCCCC1NC(=O)CN1N=C(c2ccccc2)CCC1=O (centres undefined) | 0
CCc1ccc(Oc2coc3cc(OC(C)C(=O)OCC(C)C)ccc3c2=O)cc1 (centres undefined) | 2
COc1ccc(C2C(C(=O)NC3CCCCCC3)CC(=O)N2c2ccc(OC)cc2)cc1 (centres undefined) | -12
O=c1ccc2c([nH]1)CCCC2 | 0
O=C(OCCN1CCOCC1)C1c2ccccc2Oc2ccccc21 | -6

Overlap with the part before: 2 compounds, followed by the next part.
SMILES | 14-3-3 PPI
O=c1ccc2c([nH]1)CCCC2 | 0
O=C(OCCN1CCOCC1)C1c2ccccc2Oc2ccccc21 | -6
CC(C)c1ccc(NC(=O)CC2SC(N)=NC2=O)cc1 (centres undefined) | -2
Cc1nn(C(=O)c2cccs2)c(C)c1Sc1ccccc1[N+](=O)[O-] | -4
CC(C)(C)c1ccc(NC(=O)C2CCCCN2S(=O)(=O)c2ccccc2)cc1 (centres undefined) | -10
C=CCc1c(C)[nH]c2ccc(C)cc2c1=O | -8
Cn1c(SCC(=O)Nc2cccc(O)c2)nnc1-c1ccc(S(=O)(=O)N2CCOCC2)cc1 | -3
CCOC(=O)C1CCCN(C(=O)CSc2nccn2C)C1 (centres undefined) | 5
Cc1ccc(-c2nn(CCC(=O)NCc3cccnc3)c(=O)c3ccccc23)cc1 | 9
O=C(CSc1nnc(-c2cccnc2)n1Cc1ccccc1)N1CCOCC1 | -2
COC(=O)c1ccccc1N1C(=O)C2C3CCC(C3)C2C1=O (centres undefined) | -7
CCC1(c2ccccc2)NC(=O)N(CC(=O)Nc2cccc(C#N)c2)C1=O (centres undefined) | 0
CC(=O)OCCN1C(=O)c2cccnc2C1=O | 1
CC(C)C(NS(=O)(=O)c1ccc2c(c1)oc(=O)n2C)C(=O)N1CCN(C2CCCCC2)CC1 (centres undefined) | -5
COc1ccc(S(=O)(=O)Nc2cc3oc4ccccc4c3cc2OC)cc1 | -3
COc1ccc(OCC(=O)Nc2ccccc2OC)cc1 | -15
O=C(CCc1ccccc1)Nc1nnc(-c2ccc3c(c2)CCCC3)o1 | -2
CCOn1c(=O)c(-c2ccc(OC)cc2)[n+]([O-])c2ccccc21 | 0
O=C(Nc1c2c(nn1-c1ccc(Cl)cc1)CS(=O)(=O)C2)C12CC3CC(CC(C3)C1)C2 | 8
Cc1c(C)c2cc3c(-c4ccccc4)coc3cc2oc1=O | -3
CC(C)NC(=O)c1nn2c(C(F)(F)F)cc(-c3ccc(F)cc3)nc2c1Cl | -3
O=C(Nc1ccccc1)c1cccc(N2C(=O)CCC2=O)c1 | 0
COc1ccc(C2CC(c3ccc(Br)cc3)=Nc3nc(-c4ccccc4)cn32)cc1 (centres undefined) | -152
Cc1ccc2nc3c(cc(C#N)c(=O)n3CCN3CCOCC3)c(=O)n2c1 | -3
Cc1ccc2c(C)nc(SCc3ccccc3)nc2c1 | -9
Cc1ccc(S(=O)(=O)n2nc(OC(=O)c3ccco3)cc2N)cc1 | 6
O=C1CC(N2CCOCC2)C(=O)N1CCN1C(=O)CC(N2CCOCC2)C1=O (centres undefined) | -6

Pulled by compound from the list above (3):
SMILES | 14-3-3 PPI
CCC1(c2ccccc2)NC(=O)N(CC(=O)Nc2cccc(C#N)c2)C1=O (centres undefined) | 0
Cc1ccc(S(=O)(=O)n2nc(OC(=O)c3ccco3)cc2N)cc1 | 6
COC(=O)c1ccccc1N1C(=O)C2C3CCC(C3)C2C1=O (centres undefined) | -7

The listing continues:
SMILES | 14-3-3 PPI
CCc1cccc(CC)c1NS(=O)(=O)c1ccc2c(c1)CCN2C(=O)C1CCC1 | 0
Cc1ccc(C)c(Nc2cc(N3CCOCC3)c3nonc3c2[N+](=O)[O-])c1 | 7
O=C(NC1CCCCCC1)N1c2ccccc2Sc2ccccc21 | -5
O=C1c2cccnc2-c2ncccc21 | -11&-2
Cc1ccc(S(=O)(=O)NCCNC(=O)C2CCCNC2=O)cc1 (centres undefined) | -3
Cc1sc2ncn(CC(=O)Nc3ccc(N(C)C)cc3)c(=O)c2c1C | 2
COc1ccc2c(c1)CCc1cc(C(=O)N3CCN(c4ccc(N5CCOCC5)nn4)CC3)sc1-2 | 2
COc1cc(C2CC(C(F)(F)F)n3ncc(C(=O)NC(C)(C)C)c3N2)cc(OC)c1OC (centres undefined) | -2
O=C(NCCOC(=O)c1ccc(Cl)cc1)c1cccnc1 | -3
CS(=O)(=O)N(CC(=O)NCCSC1CCCCC1)c1ccc2c(c1)OCO2 | -4
Cc1ccc(S(=O)(=O)N2CCC(C(=O)N3CCC[C@H]3C(=O)NCc3ccccc3)CC2)cc1 | -11
O=C(NCN1C(=O)C2C3C=CC(C3)C2C1=O)OC1CCCCC1 (centres undefined) | 4
CCOC(=O)c1c[nH]c2ccc(OC(F)(F)F)cc2c1=O | -13
Nc1c(C(=O)NCc2ccc(Cl)cc2)nnn1-c1ccc2c(c1)OCCO2 | -7
O=C(Nc1c(C(=O)N2CCCCCC2)cnn1-c1ccccc1)c1ccc(Br)cc1 | -10
O=C(NCCC1=CCCCC1)C1CCCN(S(=O)(=O)c2ccc(Br)s2)C1 (centres undefined) | -14
COc1cc(OC)c(NC(=O)c2sc3ncn(CC(=O)Nc4ccc(C)c(Cl)c4)c(=O)c3c2C)cc1Cl | -2
Cc1ccccc1NC(=O)C1c2ccccc2C(=O)N(C)C1c1cn(C)c2ccccc12 (centres undefined) | -2
CC(=O)N1CCN(c2ccc([N+](=O)[O-])c(-n3nc(-c4ccccc4)c4ccccc4c3=O)c2)CC1 | -7
Cc1cc(C)cc(CC(C)CC(=O)Nc2ccccc2I)c1 (centres undefined) | 2
CCOC(=O)c1sc(NC(=O)c2ccc(Br)o2)c(C(=O)OCC)c1C | -8
C=CCn1c(=N)c(C(=O)NCCc2ccccc2)cc2c(=O)n3cc(C)ccc3nc21 | -17
O=C1CC(c2ccccc2)Sc2nc(-c3ccccc3)nn21 (centres undefined) | 2
CCOC(=O)c1cnc2c(-c3ccccc3)cnn2c1-c1ccccc1 | -2
Clc1ccc2nc(-c3cccnc3)c(NC3CCCC3)n2c1 | -1

(continued)
SMILES | 14-3-3 PPI
Cc1nc(NC(=O)COc2ccc(Cl)cc2)sc1C(=O)N(C)C | 1
Cc1ccc(CCNC(=O)c2ccc(Cn3c(=O)[nH]c4ccsc4c3=O)cc2)cc1 | -7
COc1ccc(-n2nc3cc(C)c(NC(=O)c4ccc(-c5ccc([N+](=O)[O-])cc5OC)o4)cc3n2)cc1 | -48
COc1ccccc1-c1cc(C(F)(F)F)nc(N2CCCC2)n1 | 4
COc1ccccc1-n1c(CNc2c(C)cccc2C)nnc1SCC(=O)N1CCOCC1 | -5
CCN1C(=O)CC(N2CCC(Nc3ccc(F)cc3)CC2)C1=O (centres undefined) | -11
COCCCNc1nc2c(c(=O)n(C)c(=O)n2C)n1Cc1ccc(C)cc1 | 1
OC(CN1CCN(c2cccc(C(F)(F)F)c2)CC1)c1c[nH]c2ccccc12 (centres undefined) | -3
Cc1ccc2cc(CN(Cc3ccco3)C(=O)C3CCCCC3)c(=O)[nH]c2c1C | -10
COc1cccc2cc(-c3cn(-c4cccc(C(F)(F)F)c4)c(=S)[nH]3)c(=O)oc12 | -10
CCC1(C)Cc2c(sc3c2c(=O)n(C)c2nnc(SCc4ccc5c(c4)OCO5)n32)CO1 (centres undefined) | -1
CCNc1nc(C)cc(COC)c1C#N | -6
CC(=O)NCC(CN1CCOCC1)([N+](=O)[O-])[N+](=O)[O-] | 0
CCOC(=O)c1sc(NC(=O)CSc2nnc(Cc3ccccc3)o2)c(C#N)c1C | -10
O=C(C(Cc1ccccc1)NS(=O)(=O)c1ccc(Br)s1)N1CCC(N2CCCCC2)CC1 (centres undefined) | -20
O=C(O)c1cc(-c2ccco2)[nH]n1 | 5
COc1ccc(NC(=O)C2CCCN(S(=O)(=O)c3cccnc3)C2)c(OC)c1 (centres undefined) | -3
CCCOC(=O)C1=C(C)N(C)C(=O)NC1c1ccc(O)c(OC)c1 (centres undefined) | -12
CCC1CCCCN1S(=O)(=O)c1ccc(Cl)c(C)c1 (centres undefined) | 3
CC(C)CCNC(=O)C(NC(=O)C1CCC(C)CC1)C(C)C (centres undefined) | 2
COc1cc2c(cc1OC)C(C(=O)NC1CCCc3ccccc31)C1c3ccccc3CCN1C2=O (centres undefined) | -2
O=C(Oc1ccccc1C(=S)N1CCOCC1)c1ccc(Br)cc1 | -8
COc1ccc(S(=O)(=O)N2CCN(C(=O)CC(C)C)CC2)cc1 | 0

Molecules above containing a CF3 group:
SMILES | 14-3-3 PPI
O=C(Nc1ccc(OC(F)(F)F)cc1)C1=NCCN1 | 2
CC(C)NC(=O)c1nn2c(C(F)(F)F)cc(-c3ccc(F)cc3)nc2c1Cl | -3
COc1cc(C2CC(C(F)(F)F)n3ncc(C(=O)NC(C)(C)C)c3N2)cc(OC)c1OC (centres undefined) | -2
CCOC(=O)c1c[nH]c2ccc(OC(F)(F)F)cc2c1=O | -13
COc1ccccc1-c1cc(C(F)(F)F)nc(N2CCCC2)n1 | 4
OC(CN1CCN(c2cccc(C(F)(F)F)c2)CC1)c1c[nH]c2ccccc12 (centres undefined) | -3
COc1cccc2cc(-c3cn(-c4cccc(C(F)(F)F)c4)c(=S)[nH]3)c(=O)oc12 | -10

Individual results from the list.
COc1ccc(-n2nc3cc(C)c(NC(=O)c4ccc(-c5ccc([N+](=O)[O-])cc5OC)o4)cc3n2)cc1 @ 14-3-3 PPI: -48
Cc1ccc(CCNC(=O)c2ccc(Cn3c(=O)[nH]c4ccsc4c3=O)cc2)cc1 @ 14-3-3 PPI: -7

Compound activity as filed in PubChem.

This is a subset (hit frequency here may not be typical).
